ERK EGF inh – inhibitors of EGF-stimulated ERK signaling pathway; HEK293-V1b, EGF-stimulated phospho-ERK AlphaScreen; Potency, µM (highest dose often 11.5 µM), without a hit: top-dose activity change, negative = inhibition, most hits filed as inhibitors; actives 0.41% (n = 130,000); active = well fitted inhibition curve with a large enough effect; inconclusive = small, poorly fitted or top-dose-only effect, or effect the other way;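 also: plate controls were stimulated vehicle wells for no effect and unstimulated vehicle basal for full effect; nearly all actives have a fitted effect of over 55% in size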
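HEK293 cells stably expressing V1b receptor, serum-reduced (1% FBS) overnight, pretreated 30 min with compound, then stimulated 5 min with 25 nM EGF; phospho-ERK detected by AlphaScreen SureFire. AC50 from Hill fits, normalized to DMSO and EGF.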
An asterisk follows results filed as active; u = inconclusive; & = joins results of further samples; ! = not active in a repeat; [ ] = dose if it differs, or a comment. Potency is read from the fitted curve at half-maximal effect. This is a subset (hit frequency here may not be typical).

SMILES | ERK EGF inh
O=c1cc(-c2ccc(O)cc2)oc2c([C@H]3O[C@@H](CO)[C@@H](O)[C@@H](O)[C@@H]3O)c(O)cc(O)c12 | 2%[25.7 µM]
COc1ccc(CN2CCC(N(CCc3ccccc3)Cc3ccccc3)CC2)c(OC)c1 | 0%[57.5 µM]
C/C(=N\NC(=O)c1cc(-c2cccc([N+](=O)[O-])c2)n[nH]1)c1ccc(F)cc1 | 12%[57.5 µM]
Cc1cccc(/C(N)=N/OC(=O)Cc2cccc3ccccc23)c1 | -15%
Cc1ccc(S(=O)(=O)NCC2(c3ccccc3)CCOCC2)cc1 | -5%
CCn1c(/C=C/c2c[nH]c3ccccc23)nc2ccccc2c1=O | -7%
COc1ccc(C(=O)C2CCCN(Cc3ccc4nonc4c3)C2)c(C)c1 (stereo not given) | -14%[57.5 µM]
O=C(CSC1CN(C(c2ccccc2)c2ccccc2)C1)N/N=C/c1ccc(Cl)cc1Cl | -7%[57.5 µM]
CC(NC(=O)COC(=O)Cc1ccccc1[N+](=O)[O-])c1ccccc1 (stereo not given) | 5%
CCN1CCN(CC(=O)N/N=C/c2ccc(F)cc2F)CC1 | 7%

In the list so far, two contain an aryl methoxy group:
SMILES | ERK EGF inh
COc1ccc(CN2CCC(N(CCc3ccccc3)Cc3ccccc3)CC2)c(OC)c1 | 0%[57.5 µM]
COc1ccc(C(=O)C2CCCN(Cc3ccc4nonc4c3)C2)c(C)c1 (stereo not given) | -14%[57.5 µM]

As entered above.
ERK EGF inh with Cc1ccc(S(=O)(=O)NCC2(c3ccccc3)CCOCC2)cc1 → -5%
ERK EGF inh with CCN1CCN(CC(=O)N/N=C/c2ccc(F)cc2F)CC1 → 7%
ERK EGF inh with C/C(=N\NC(=O)c1cc(-c2cccc([N+](=O)[O-])c2)n[nH]1)c1ccc(F)cc1 → 12%[57.5 µM]
ERK EGF inh with CC(NC(=O)COC(=O)Cc1ccccc1[N+](=O)[O-])c1ccccc1 (stereo not given) → 5%

The list continues:
SMILES | ERK EGF inh
CC(C)(C)c1cnnn1-c1cccc([N+](=O)[O-])c1 | -5%
CN(CC(=O)Nc1ccc(C(N)=O)cc1)CC(=O)Nc1ccccc1Br | 2%[57.5 µM]
Cn1c(CNc2cccc(Cl)c2)nnc1SCC#N | -2%
COc1ccc(NC(=O)/C(C#N)=C/c2ccc3c(c2)n(C)c(=O)n3C)cc1 | -1%
O=C1CC(C(=O)NCCc2ccccc2)SC(=Nc2ccccc2)N1 (stereo not given) | -3%[57.5 µM]
CN(C)c1ccc(-c2nccc(NCc3ccccc3)n2)cc1 | 25%
Cc1cc(C(=O)CSc2nnc(-c3ccc4c(c3)OCO4)o2)c(C)n1-c1ccc(F)cc1 | 21%
CCOC(=O)N1CCC(N2C(=O)c3ccccc3C2Nc2cc(OC)c(OC)c(OC)c2)CC1 (stereo not given) | 2%
Cc1c(C=O)c2ccccn2c1C(=O)c1cccs1 | -4%
CCC(c1ccc(O)cc1)C(CC)c1ccc(O)cc1 (stereo not given) | 10%
CCCCN1CC2=C(C1=O)C(c1ccc(O)cc1)NC(=O)N2C (stereo not given) | -1%
O=C(Cc1cccs1)Nc1nnc(Cc2ccccc2)s1 | 3%
O=C(O)c1ccc(CSc2nnc(-c3ccccc3Cl)n2-c2ccccc2)cc1 | -1%
Cc1n[nH]c(=O)n1-c1ccc(C(C)(C)C)cc1 | 8%
Cc1cccc(NC(=S)Nc2ccc(Oc3ccccc3)cc2)n1 | 12%
Cc1noc(NS(=O)(=O)c2ccc(N/C=C\C(=O)c3ccccc3)cc2)c1C | 3%
COC(=O)c1c(C)[nH]c(C(=O)N2CCN(c3ccc(OC)cc3)CC2)c1C | -5%
OCCN(Cc1ccccc1)C(=S)Nc1ccc(F)cc1 | 4%
O=C(COC(=O)c1cccs1)NCCCc1ccccc1 | -3%
Cc1cc(C)c(S(=O)(=O)C(C)C)c(=O)[nH]1 | -1%
COc1ccc(-n2c(=O)c3ccccc3n(Cc3ccccc3F)c2=O)cc1OC | u
CCCCNCC(=O)Nc1sc(C)c(C)c1C(=O)OCC | 5%
COc1ccc(NC(=O)CSc2c3c(nc4ccccc24)CCCC3)c(OC)c1 | 2%
CCOC(=O)C1C(C(=O)Nc2cccc(C(F)(F)F)c2)C1C(=O)NC(C)C (stereo not given) | 2%
Cc1noc(C)c1S(=O)(=O)Nc1cc(C(F)(F)F)ccc1N1CCOCC1 | -1%[57.5 µM]
CSc1nn2c(C(F)(F)F)cc(C(F)(F)F)nc2c1C(N)=O | 16%[57.5 µM]
Cn1c2ccccc2c(=O)c2c(=O)n(Cc3ccco3)c(-c3ccc(C(C)(C)C)cc3)nc21 | 17%[57.5 µM]
COc1ccc(C2CC(c3ccccc3OC(C)=O)=NN2C(=O)/C=C/c2ccccc2)cc1 (stereo not given) | -1%
C=CCn1c(C(C)NC(=O)c2cccc(C)c2)n[nH]c1=S (stereo not given) | 3%
CC(C)NC(=O)/C(=C/c1cn(-c2ccccc2)nc1-c1cccc([N+](=O)[O-])c1)NC(=O)c1ccccc1 | 8%
CCOc1ccc(C(=O)c2cc3ccc(O)cc3oc2=O)cc1 | -9%
CC(C)CC(NS(=O)(=O)c1ccc2[nH]c(=O)c(=O)[nH]c2c1)C(=O)O (stereo not given) | -7%
Cn1cc(CN2CCN(CCc3ccccc3)C(CCO)C2)cn1 (stereo not given) | -8%[57.5 µM]
COCCNC(=O)[C@H](C)[C@@H]1C[C@@]1(C)[C@@H](NC(=O)OCc1ccccc1)c1ccccc1 | -2%
CCOC(=O)C1(CCOC)CCN(Cc2ccc(C3CCCCO3)s2)CC1 (stereo not given) | -4%[57.5 µM]
CCOC(=O)c1c(NC(=O)COC(=O)Cn2c(C)nc3ccccc32)sc2c1CCCC2 | 6%
CCOc1ncccc1C(=O)N1CCCSC1=Nc1ccccc1OC | -15%
O=C(CSc1nnc(CNc2ccc(F)cc2)n1-c1ccccc1)N1CCOCC1 | 4%
CCCn1c(N)c(CC)c(=O)[nH]c1=O | 8%
Cc1cccn2c(CN3CCSCC3)c(C(=O)N3CCOCC3)nc12 | -8%
COc1ccc2nc(SCc3cccc(C)c3)nc(C)c2c1 | 6%
COc1cc(C(=O)c2c(C)c(CCC#N)n3ccccc23)cc(OC)c1OC | -4%
CC(/C=N/n1c(-c2cc(C)[nH]n2)n[nH]c1=S)=C\c1ccco1 | -10%[57.5 µM]
CCN(CC)C(=O)c1[nH]cnc1C(=O)N[C@@H](CC(C)C)C(=O)OCc1ccccc1 | -6%[57.5 µM]
Cc1nn(C(=O)c2cccnc2)c(C)c1Sc1ccccc1 | 0%
COC(=O)c1ccccc1NC(=O)C1CCCN(c2nnc(-n3cccc3)s2)C1 (stereo not given) | 3%
O=C(O)C1CCN(C(=O)CSc2nc3ccccc3s2)CC1 | 14%
COc1ccccc1Nc1ncc(C(=O)Nc2ccc(OC)c(OC)c2)c2ccccc12 | 10%
CC(=O)Nc1ccc(S(=O)(=O)Nc2ccc3c(c2)OCCO3)cc1Cl | -14%[57.5 µM]
NS(=O)(=O)c1ccc(CCNC(=O)CSc2nc3ccsc3c(=O)n2C2CC2)cc1 | 4%

Other entries follow.
SMILES | ERK EGF inh
C#CCOCCOCCOCCNc1nc(N2CCN(C(=O)[C@H]([C@@H](C)CC)n3cc([C@@H](N)Cc4ccc(O)cc4)nn3)CC2)nc(N2CCN(C(=O)[C@H](CCCCN)n3cc([C@@H](N)CO)nn3)CC2)n1 | -1%[57.5 µM]
CCC(C)n1c(OC)nc2c1c(=O)n(C)c(=O)n2C (stereo not given) | -10%
O=C(N=Nc1c(O)[nH]c2ccc([N+](=O)[O-])cc12)c1ccccc1[N+](=O)[O-] | 10%[57.5 µM]
Cc1cccc(CSc2nc(N)c(C#N)c(-c3cccs3)c2C#N)c1 | 0%
COc1ccccc1N1CCN(S(=O)(=O)c2ccc3nc(-c4ccccc4)[nH]c3c2)CC1 | -4%
NCCNS(=O)(=O)c1cccc2cnccc12 | 12%&-6%
CCOC(=O)C1(Cc2ccccc2)CCCN(Cc2cccc(C(C)=O)c2)C1 (stereo not given) | -4%
CCCCn1c(CNC(=O)C(C)(C)C)nc2ccccc21 | 9%
COc1ccc(N2CCN(C(CNC(C)=O)c3ccco3)CC2)cc1 (stereo not given) | -6%
O=C1C=CC(=C(c2ccc(O)cc2)c2ccc(O)cc2)C=C1 | 12%
CN1CCC(N(C)C(=O)NC2CCCCC2)CC1 | -14%
C[C@@]12CCC(=O)C=C1CC[C@@H]1[C@@H]2[C@H](O)C[C@]2(C)[C@@H]1CC[C@]2(O)C(=O)CO | 6%[25.7 µM]
COc1ccc2c(c1OC)C(=O)OC2Nc1ccc(S(=O)(=O)N=C(N)N)cc1 (stereo not given) | -6%[57.5 µM]
COc1ccc(COC2OC[C@]3(C)[C@H]4C5=C(CN3C(=O)OC(C)(C)C)[C@H](C)C(CO)C(CO)C5CC[C@@H]24)cc1 (stereo not given in full) | 0%
CNC(=S)SCCOc1ccc(C)cc1 | -13%
C=CSc1sc(Cl)c(N(C)C)c1[N+](=O)[O-] | u
O=C(Cc1ccccc1[N+](=O)[O-])Nc1ccc2c(c1)OCO2 | -3%
CCOc1ccc(N(CC(=O)NCCC2=CCCCC2)S(=O)(=O)c2ccccc2)cc1 | -9%
COc1ccc(OC)c(-c2cc(C(=O)Nc3ccc(F)cc3F)no2)c1 | 2%
O=C(O)c1cc(Cl)c(Cl)cc1C(=O)Nc1cccc2cccnc12 | 5%
CCOC(=O)N1CCN(c2cc(=O)n(-c3ccc(C)cc3)c(=O)[nH]2)CC1 | -5%
CCC(C)n1c(SCc2ccc([N+](=O)[O-])cc2)nc2ccsc2c1=O (stereo not given) | 6%
Cc1ccc(C(=O)NC(C#N)=C(Cl)Cl)cc1 | 5%
O=[N+]([O-])c1ccc(C[n+]2cc(-c3ccccc3)n3c2CCCCC3)cc1 | -7%[57.5 µM]
C#CCOCCOCCOCCNc1nc(N2CCN(C(=O)Cn3cc(CCCN=C(N)N)nn3)CC2)nc(N2CCN(C(=O)Cn3cc(CCCN=C(N)N)nn3)CC2)n1 | -8%
O=C(COC(=O)c1ccccc1O)Nc1ncc(Cl)cc1Cl | -16%
CN(Cc1ccccc1)C(NC(=O)c1ccco1)C(Cl)(Cl)Cl (stereo not given) | -3%
OCCC1CN(Cc2cn[nH]c2C2CCCCC2)CCN1C1CCCC1 (stereo not given) | -1%
COc1ccc(CNC(=O)C2CC(c3ccccc3C(F)(F)F)=NO2)cc1 (stereo not given) | -12%[57.5 µM]
COc1ccc(/C=N/Nc2ccccc2C(=O)O)cc1Cn1cc([N+](=O)[O-])cn1 | 8%[57.5 µM]

5 entries from above, with tabs:
canonical_smiles	ERK EGF inh
Cc1ccc(C(=O)NC(C#N)=C(Cl)Cl)cc1	5%
O=[N+]([O-])c1ccc(C[n+]2cc(-c3ccccc3)n3c2CCCCC3)cc1	-7%[57.5 µM]
C#CCOCCOCCOCCNc1nc(N2CCN(C(=O)Cn3cc(CCCN=C(N)N)nn3)CC2)nc(N2CCN(C(=O)Cn3cc(CCCN=C(N)N)nn3)CC2)n1	-8%
O=C(COC(=O)c1ccccc1O)Nc1ncc(Cl)cc1Cl	-16%
CN(Cc1ccccc1)C(NC(=O)c1ccco1)C(Cl)(Cl)Cl (stereo not given)	-3%

Additional structures follow.
SMILES | ERK EGF inh
O=C(/C=C/c1ccc2c(c1)OCO2)N1CCN(c2ccccc2F)CC1 | -9%
NC(=NCCCCCCN=C(N)/N=C(\N)Nc1ccc(Cl)cc1)/N=C(\N)Nc1ccc(Cl)cc1 | 22µM*!
CCCC(=O)NC(=S)Nc1sc2c(c1C(N)=O)CCC2 | -3%
O=C1CCN(S(=O)(=O)c2ccccc2)CCN1CCOCc1ccc(Cl)cc1 | -9%[57.5 µM]
COCCSc1ccccc1C(=O)N1CCN(Cc2ccccc2)CC1 | 7%[57.5 µM]
CCOC(=O)c1cnn(-c2ccc(NS(=O)(=O)c3ccc(Cl)cc3)cc2)c1C(F)(F)F | 5%[57.5 µM]
CCCc1cc(=O)[nH]c(SCC(=O)Nc2ncc(S(=O)(=O)c3ccc([N+](=O)[O-])cc3)s2)n1 | 3%[57.5 µM]
Cc1ccc(-c2nn(-c3ccccc3)cc2/C=C/C(=O)Nc2cccc(S(N)(=O)=O)c2)cc1 | 0%
CC1(C)Cc2c(c(N3CCOCC3)nc3sc(-c4ccc(C(=O)O)o4)c(N)c23)CO1 | 5%
Cc1cc(NCCCN(C)C)n2nc(-c3cccs3)cc2n1 | 2%

3 compounds out of the list, ordered by molecular weight, rising.
SMILES | ERK EGF inh
CC1(C)Cc2c(c(N3CCOCC3)nc3sc(-c4ccc(C(=O)O)o4)c(N)c23)CO1 | 5%
Cc1ccc(-c2nn(-c3ccccc3)cc2/C=C/C(=O)Nc2cccc(S(N)(=O)=O)c2)cc1 | 0%
CCCc1cc(=O)[nH]c(SCC(=O)Nc2ncc(S(=O)(=O)c3ccc([N+](=O)[O-])cc3)s2)n1 | 3%[57.5 µM]

Further compounds
SMILES | ERK EGF inh
COc1ccc(OC)c(/C=C/C(=O)NCCc2nc3ccccc3[nH]2)c1 | u
COc1ccc(C2CC(c3ccccc3)=NN2c2ccccc2)c(C(=O)O)c1OC (stereo not given) | -4%
Cc1sc(NC(=O)CSc2nc(O)cc(=O)[nH]2)nc1-c1ccccc1 | -4%
Cc1ccc(CN2CCN(CC(=O)N/N=C/c3c[nH]c4ccccc34)CC2)cc1 | 2%
Cc1nc2c(C#N)cnn2c2c1CCN(Cc1ccccc1)N2C | -4%
Cc1cccc(N(C(=O)Cc2cccs2)C(C(=O)NCc2ccco2)c2ccncc2)c1 (stereo not given) | -1%
Fc1ccc(C2=CC(c3ccc(Br)o3)n3ncnc3N2)cc1 (stereo not given) | 1%
Cc1ccc(S(=O)(=O)NNC(=O)C2COc3ccccc3O2)cc1 (stereo not given) | 0%
Brc1ccc(-c2cn3c(n2)SCC3)cc1 | 9%
O=C(Cn1c(=O)oc2ccccc21)Nc1ccccc1N1CCOCC1 | 3%
COCCn1c(C)cc(C(=O)COC(=O)c2ccc(Br)o2)c1C | 1%

Screening results (PubChem BioAssay)
